Compound activity: PubChem, National Center for Advancing Translational Sciences (NCATS)
PI4K2A block – blocks human PI4K2A kinase activity | Q9BTU6 | purified PI4K2A, ADP-Glo luminescence, 1 h; active compounds read low | activity change, negative = inhibition, % at 76.9 µM | 420,000 tested, 0.13% active; in the data active = activity change below about -50%; inconclusive = mostly about -30% to -49%;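 note: -100% = wells without enzyme as full effect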
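ADP-Glo luminescence measured ADP generated by PI4K2A enzyme (4 ug/mL before mixing) with 1.2 mM PI substrate (pre-mix) and 300 microM ATP (pre-mix). Tris pH7.5 buffer with MgCl2, Triton X-100; 1 h reaction at ambient temperature.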
mIDH1 inhibitor – human IDH1 R132H inhibition. IDH1-R132H enzyme, NADPH consumption, diaphorase/resazurin fluorescence. AID 602179. Potency, µM (titrated, usually from 76.6 µM), for inactives: top-dose activity change, negative = inhibition, most hits filed as inhibitors. O75874. 390,000 tested, 0.093% active; note: potency is the fitted concentration of half-maximal effect; % is set by controls: 0 for no effect and ±100 for the full control effect; nearly all actives have a fitted effect of over 65% in size
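IDH1-R132H (0.5 ug/mL dispensed) in pH 7.5 Tris buffer was preincubated 30 min with compound, then given a substrate mix of 0.016 mM NADPH and 2 mM alpha-KG for 80 min at room temperature; remaining NADPH was read by diaphorase/resazurin fluorescence.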
TrxR1 substrate – is turned over as a substrate by rat TrxR1 | O89049 | purified TrxR1 substrate turnover, NADPH consumption readout | Potency, µM (top dose mostly 114 µM), without a hit: at the top dose activity change, negative = substrate turnover | 390,000 tested, 0.01% active; note: potency is the fitted concentration of half-maximal effect; % is set by controls: 0 for no effect and ±100 for the full control effect; nearly all actives have a fitted effect of over 50% in size
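Rat TrxR1, dispensed at 90 nM, was prereduced with 400 uM NADPH (final) for 5 min at ~22 deg C, then incubated with compound 15 min before 400 uM selenite. A first-read NADPH fluorescence drop versus no-compound background flagged substrates.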
USP1 inh – inhibitors of human USP1/UAF1 deubiquitinase; 390,000 tested, 0.23% active; recombinant USP1/UAF1, Ub-Rhodamine cleavage fluorescence; Potency, µM (series often up to 57.1 µM), inactives show at the top dose activity change, negative = inhibition, hits mostly inhibitors; note: potency is the fitted concentration of half-maximal effect; % is set by controls: 0 for no effect and ±100 for the full control effect; nearly all actives have a fitted effect of over 60% in size; inactives centre near -12
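USP1/UAF1 complex at 1 nM was preincubated with compound for 15 min at room temperature, then Ub-Rho substrate (150nM final) was added. Fluorescence (480/540 nm) was read kinetically, 6 reads every 60 seconds.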
rTrxR1 inhibitor – inhibitors of rat thioredoxin reductase 1. Potency, µM (highest dose often 114 µM), inactives show at the top dose activity change, negative = inhibition, most hits filed as inhibitors. AID 588453. O89049. 390,000 tested, 1% active. recombinant rTrxR1, NADPH fluorescence consumption, selenite substrate; note: potency is the fitted concentration of half-maximal effect; % is set by controls: 0 for no effect and ±100 for the full control effect; nearly all actives have a fitted effect of over 65% in size
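Rat TrxR1 (90 nM in the dispensed reagent) was pre-reduced with 400 uM NADPH for 5 min at room temperature, then incubated with compound for 15 min. After 400 uM selenite was added, NADPH fluorescence (Ex 340/Em 450 nm) was followed for 8 min.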
TRHR ag – agonists of human TRH receptor; TRHR cells, calcium flux fluo-8, FDSS agonist mode; activation, % at 2 µM; 360,000 tested, 0.18% active; in the data active = activation above about 30%; note: 0% is about no effect
Target sequence (P34981 whole entry, looked up): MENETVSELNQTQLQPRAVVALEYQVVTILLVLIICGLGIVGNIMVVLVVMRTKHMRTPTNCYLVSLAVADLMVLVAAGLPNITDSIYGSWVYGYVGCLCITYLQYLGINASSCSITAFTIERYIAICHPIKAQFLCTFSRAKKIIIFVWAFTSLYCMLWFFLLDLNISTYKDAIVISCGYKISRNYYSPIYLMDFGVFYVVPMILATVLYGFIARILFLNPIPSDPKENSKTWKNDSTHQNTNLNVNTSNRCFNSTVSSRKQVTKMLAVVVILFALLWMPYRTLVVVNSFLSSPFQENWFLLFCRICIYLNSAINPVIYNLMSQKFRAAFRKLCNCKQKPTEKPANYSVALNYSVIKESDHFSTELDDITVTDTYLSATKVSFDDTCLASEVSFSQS
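Agonist-mode FDSS calcium read (Ex 480/Em 530, 1 s cycles) in 1536-well TRHR cells with fluo-8 dye, after 10-cycle baseline and 23 nL compound addition; TRH at EC20 (10 nM final) added afterwards for the enhancer phase.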
TRHR enhancer – TRH receptor (human) allosteric enhancement | P34981 | TRHR cells, fluo-8 calcium fluorescence, EC20 TRH enhancement | enhancement, % at 2 µM | 360,000 tested, 0.66% active | AID 493056; in the data active = enhancement above about 30%; note: 0% is about no effect
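TRHR-expressing cells loaded with fluo-8 calcium dye were read kinetically (ex 480/em 530) during compound addition, then stimulated with an EC20 of TRH (10 nM final). Enhancement of the Gq-mediated intracellular calcium response was scored.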
D2 agonist – activates the human D2 dopamine receptor. 340,000 tested, 0.53% active. activation, % at 2 µM. AID 485358. HEK293 T-REx D2 cells, calcium flux agonist mode. P14416;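 active = activation over 3 SD above normal in the single-dose calcium agonist read, cut at about 30% in these data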; note: 0% is about no effect
Target sequence (P14416 whole entry, looked up): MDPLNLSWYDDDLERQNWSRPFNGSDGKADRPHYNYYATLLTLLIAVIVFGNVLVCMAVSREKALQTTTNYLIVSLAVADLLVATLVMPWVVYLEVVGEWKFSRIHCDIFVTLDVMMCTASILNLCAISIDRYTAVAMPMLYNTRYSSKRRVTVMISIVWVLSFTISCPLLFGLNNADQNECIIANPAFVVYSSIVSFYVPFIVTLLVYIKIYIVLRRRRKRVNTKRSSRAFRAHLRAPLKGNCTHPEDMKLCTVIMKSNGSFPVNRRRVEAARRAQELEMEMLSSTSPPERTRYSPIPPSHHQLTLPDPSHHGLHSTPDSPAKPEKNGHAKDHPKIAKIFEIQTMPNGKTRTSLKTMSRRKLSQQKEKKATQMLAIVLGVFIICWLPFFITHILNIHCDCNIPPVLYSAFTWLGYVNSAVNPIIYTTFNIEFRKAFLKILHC
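Agonism is scored from calcium flux in a force-coupled, inducible HEK293 cell line expressing D2, read kinetically for 180 s after compound addition against dopamine controls.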
D2 antagonist – D2 dopamine receptor (human) antagonism; P14416; HEK293 TREx D2 cells, calcium flux, dopamine EC80; inhibition, % at 10 µM; 340,000 tested, 2% active; AID 485344; in the data active = inhibition above about 30%; note: 0% is about no effect
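Calcium mobilization kinetics were recorded at 1 s intervals in tetracycline-induced HEK293 T-REx D2 cells, first for 180 s after compound addition and then 180 s after EC80 dopamine.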
* hit, by the source's call; ? = inconclusive; . = not tested or not shown; & = joins results of further samples; [ ] = remark or other dose. Unless noted, calls come from the whole dose curve; as a rule, active = well fitted inhibition curve with a large enough effect; inconclusive = small, poorly fitted or top-dose-only effect; inactive = no such curve, though single readings can be large or run the other way.

Compound	PI4K2A block	mIDH1 inhibitor	TrxR1 substrate	USP1 inh	rTrxR1 inhibitor	TRHR ag	TRHR enhancer	D2 agonist	D2 antagonist
CN(C)c1ccnc2sc3c(=O)n(-c4ccccc4)cnc3c12	?	-1%	14%	-12%	12%	-0.4	1	-0.6	-4
C/C(N)=C(/C#N)C(=O)CSc1nnc(Cc2ccccc2F)n1N	2&5	8%&-6%	-1%&-3%	-13%&-4%	-6%&8%	-0.9	1	1.3	-21
O=C(C[n+]1ccsc1)c1ccccc1	1	9%	-2%	-13%	-3%	0.6	2	1.2	-8
COc1ccc(C2C(C(=O)c3sc(C)nc3C)=C(O)C(=O)N2CCN2CCOCC2)cc1 (stereo unspecified)	-8	6%	-9%[57.1 µM]	-26%	0%[57.1 µM]	-0.4	10	-0.6	.
COc1cccc(CSc2ccc(S(=O)(=O)N3CCOCC3)cc2C(=O)NCC2CCCO2)c1OC (stereo unspecified)	3	-9%	12%[57.1 µM]	4%	32%[57.1 µM]	-0.4	1	-0.5	-1
CCN(Cc1ccc(C#CCCO)cc1)CC1CCCN(CCc2cccc(OC)c2)C1 (stereo unspecified)	-1	1%	0%	0%	12%	0.1	5	1.3	-7
c1ccc(CCCCN2C(Nc3ccccc3)=NC[C@@H]2Cc2ccccc2)cc1	0	-13%	1%	-21%	7%	0.3	1	1.7	7
COc1ccc(S(=O)(=O)N2CCCCC2C)cc1 (stereo unspecified)	0	-11%	-3%	-25%	10%	0.3	10	-0.7	2
CCN1CCN(C(C(=O)NC2CCCC2)c2ccc(Cl)cc2)CC1 (stereo unspecified)	-8	1%	-1%	-13%	4%	0.3	5	0.2	1
COc1ccc(OC)c(NC(=O)CSc2nc3c(c(=O)n(C)c(=O)n3C)n2C)c1	-1	1%	12%	-3%	19%	0.2	4	.	.
COc1ccc(NC(=O)c2sc3nc4n(c(=O)c3c2C)CCC4)cc1Cl	-3	2%	-3%	3%	0%	0.1	-7	-0.7	.
CCOC(=O)c1cnn(-c2cc(C)nc3c(-c4ccc(Cl)cc4)c(C)nn23)c1N	.	.	.	.	.	-0.5	-2	-0.5	-3
Cc1nc2ccccc2cc1C(=O)N/N=C/c1ccco1	2	-1%	-10%	-3%	-4%	0.3	0	.	.
COc1ccc(C2N(c3cc(Cl)ccc3OC)C(=O)C3CCCN32)cc1 (stereo unspecified)	-2	1%	2%[57.1 µM]	-7%	6%[57.1 µM]	0.3	-3	1.3	-5
COc1cccc(NC(=O)CN(C)C(=O)c2cc(S(=O)(=O)Nc3ccccc3OC)ccc2C)c1	0	13%	-2%	-13%	7%	.	.	.	.
COc1cccc(CC(=O)OCC(=O)N(C)CC(=O)Nc2ccccc2Cl)c1	4	0%	-12%	-9%	-5%	0.0	-3	-0.3	6
Cc1csc(NC(=O)CCNC(=O)c2ccc([N+](=O)[O-])cc2)n1	5	8%	8%[57.1 µM]	-10%	13%[57.1 µM]	0.2	-5	-0.3	-4
Cc1cn(CC(=O)NCc2ccc(N(C)C)cc2)c(=O)[nH]c1=O	-5	8%	10%	-11%	24%	.	.	.	.
Clc1ccc(-c2cn3ncsc3n2)cc1	-1	-11%	7%	-3%	29%	-1.7	1	-1.3	.
O=C(O)c1cccnc1SCc1cn2cc(Cl)ccc2n1	1	24%	19%	-16%	25%	1.2	3	0.1	7

Compound profiles, as listed above. Screens in order: PI4K2A block, mIDH1 inhibitor, TrxR1 substrate, USP1 inh, rTrxR1 inhibitor, TRHR ag, TRHR enhancer, D2 agonist, D2 antagonist
Cc1cn(CC(=O)NCc2ccc(N(C)C)cc2)c(=O)[nH]c1=O is listed as -5, 8%, 10%, -11%, 24%, ., ., ., .
Cc1nc2ccccc2cc1C(=O)N/N=C/c1ccco1 is listed as 2, -1%, -10%, -3%, -4%, 0.3, 0, ., .

More results follow.
Compound	PI4K2A block	mIDH1 inhibitor	TrxR1 substrate	USP1 inh	rTrxR1 inhibitor	TRHR ag	TRHR enhancer	D2 agonist	D2 antagonist
CCOC(=O)C1=C(C)Nc2ccccc2N=C1NC(=O)CCCN1C(=O)c2ccccc2C1=O	1	-1%	5%	-23%	13%	0.3	2	.	.
COc1cc(C(=O)N/N=C/c2ccc(OC(=O)c3cccc(C)c3)cc2)ccc1O	4	-2%	-9%	-10%	-3%	-0.6	9	0.6	3
CN(C)/C=N/c1nc2ncc(-c3ccc(Cl)cc3)c(/N=C/N(C)C)n2n1	-1	0%	1%[57.1 µM]	-8%	13%[57.1 µM]	-0.2	-8	.	.
CC(Cc1ccccc1)N1C(=O)c2cccc([N+](=O)[O-])c2C1=O (stereo unspecified)	3	6%	-6%[57.1 µM]	-31%	6%	-0.3	3	0.8	-7
C[C@@H]1CN([C@H](C)CO)C(=O)c2cc(NC(=O)NC3CCCCC3)ccc2O[C@H]1CN(C)S(C)(=O)=O	-1	-7%	8%	-19%	-17%	.	.	.	.
CCOc1cc(C(=O)NCc2nnc(SCC(=O)OC)n2C)cc(OCC)c1OCC	3	2%	-5%	-17%	-12%	-1.1	-1	-3.7	-23
COc1ccccc1C(=O)N/C(=C/c1ccccc1)C(=O)Nc1ccc(C(=O)O)cc1	1	7%	-1%[57.1 µM]	-16%	2%[57.1 µM]	0.6	0	0.1	6
O=C(COc1coc(CN2CCN(c3ccc(F)cc3)CC2)cc1=O)NC1CCCCC1	1	7%	4%	0%	20%	.	.	.	.
C=CCn1c(=O)c2c(nc3n2CCCN3Cc2ccccc2)n(C)c1=O	8	3%	-4%	-1%	4%	0.1	-1	-0.4	1
Cc1ccc(S(=O)(=O)NCCCNC(=O)OCc2ccccc2)cc1	-3	-1%	-5%	-23%	-9%	.	.	.	.
Cc1ccc(NC(=O)CSc2nc(-c3ccco3)cc(C(F)(F)F)n2)cc1C	2&-3	-9%&-1%	2%	-22%&-10%	5%	0.5&0.3	1&2	-0.1&0.0	11
COc1ccc(N2CCN(C(=O)c3sc4nc5n(c(=O)c4c3C)CCC5)CC2)cc1	-1	0%	3%	-3%	19%	0.2	-2	0.8	.
Cc1cccc(NC(=O)C2CC(=O)N(c3ccc4c(c3)OCCO4)C2)n1 (stereo unspecified)	2	-2%	-2%	-11%	21%	0.4	5	0.9	12
Cc1ccsc1C(=O)Nc1nnc(-c2ccco2)o1	-5	-1%	-13%	-14%	-30%	0.5	0	0.1	-37
O=C1NC(=Nc2ccccc2)c2ccc([N+](=O)[O-])cc21	0	10%	-2%	-7%	33%[0.0914 µM]	-0.1	5	-0.5	-11
O=C1CC(N2CCN(S(=O)(=O)c3ccc([N+](=O)[O-])cc3)CC2)C(=O)N1c1ccccc1F (stereo unspecified)	-2	-7%	-1%	-8%	19%	3.2	2	0.9	18
CC(=O)NC1=NN(C(C)=O)C(C)(CCS(=O)(=O)c2ccc(Br)cc2)S1 (stereo unspecified)	5	-4%	4%	-3%	13%	-0.1	-9	1.3	1
CN1CCN(C(=O)Nc2cccc(-c3ccccc3)c2)CC1	2	11%	10%	-7%	27%	0.2	7	0.1	7
CCc1ccc(C(C)NC(=O)/C=C/c2ccc(Br)cc2)cc1 (stereo unspecified)	9	9%	-1%	-18%	23%	1.4	19	.	.
CC(=O)Nc1ccc(Nc2ccc3cc(S(=O)(=O)N4CCCCC4)ccc3n2)cc1	0	-2%	-3%[57.1 µM]	?	1%[57.1 µM]	0.1	0	0.7	.

By substructure, the compounds so far containing a Cl atom.
Compound	PI4K2A block	mIDH1 inhibitor	TrxR1 substrate	USP1 inh	rTrxR1 inhibitor	TRHR ag	TRHR enhancer	D2 agonist	D2 antagonist
CCN1CCN(C(C(=O)NC2CCCC2)c2ccc(Cl)cc2)CC1 (stereo unspecified)	-8	1%	-1%	-13%	4%	0.3	5	0.2	1
COc1ccc(NC(=O)c2sc3nc4n(c(=O)c3c2C)CCC4)cc1Cl	-3	2%	-3%	3%	0%	0.1	-7	-0.7	.
CCOC(=O)c1cnn(-c2cc(C)nc3c(-c4ccc(Cl)cc4)c(C)nn23)c1N	.	.	.	.	.	-0.5	-2	-0.5	-3
COc1ccc(C2N(c3cc(Cl)ccc3OC)C(=O)C3CCCN32)cc1 (stereo unspecified)	-2	1%	2%[57.1 µM]	-7%	6%[57.1 µM]	0.3	-3	1.3	-5
COc1cccc(CC(=O)OCC(=O)N(C)CC(=O)Nc2ccccc2Cl)c1	4	0%	-12%	-9%	-5%	0.0	-3	-0.3	6
Clc1ccc(-c2cn3ncsc3n2)cc1	-1	-11%	7%	-3%	29%	-1.7	1	-1.3	.
O=C(O)c1cccnc1SCc1cn2cc(Cl)ccc2n1	1	24%	19%	-16%	25%	1.2	3	0.1	7
CN(C)/C=N/c1nc2ncc(-c3ccc(Cl)cc3)c(/N=C/N(C)C)n2n1	-1	0%	1%[57.1 µM]	-8%	13%[57.1 µM]	-0.2	-8	.	.
